Screening data: PubChem, several laboratories
NFkB transloc pot: enhancers of NFkB p65 translocation in HUVEC – imaging, IL-1B stimulus, high-content imaging, primary screen | HUVEC IL-1B NFkB p65 nuclear translocation imaging | activation, % at 2 µM | 94,000 compounds, 0.3% hits;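 active = activation above 40%, about the mean plus 3 SD, also judged a hit on visual image review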;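 note: percent activation is computed from the nuclear over cytoplasmic p65 intensity ratio; values of inactives mirror those of a sister screen read the other way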
MRP resist rev: reversal of MRP1-mediated doxorubicin resistance, primary screen, H69AR cells, doxorubicin co-treatment; differential viability (reversal), % at 10 µM; 85,000 compounds, 0.04% hits; H69AR cells + 2 uM doxorubicin, CellTiter-Glo, 72 h;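 active = viability drop by adding the cancer drug above about 55%, with treated viability meeting a 40% cutoff, limit read from the data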;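 note: viability without doxorubicin minus viability with 2 µM doxorubicin for each compound; larger differential means the compound sensitizes cells more to doxorubicin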
PLAP inhibitors HTS: PLAP enzyme inhibitors, biochemical, luminescence, HTS (AID 690); Alkaline phosphatase, placental type (Homo sapiens); purified PLAP, luminescent substrate; higher % means a stronger effect; inhibition, % at 20 µM; hits with a dose series show IC50 in µM; 96,000 compounds, 0.08% hits; in the data active = a potency from the dose series; inactive = the rest, 99 in 100 with inhibition below about 30%; note: strong numbers were not always called active
NFkB transloc inh: inhibitors of IL-1B driven NFkB p65 nuclear import, primary screen, imaging, HUVEC, IL-1B stimulus, high-content imaging; 94,000 compounds, 0.43% hits; AID 796, 2007; inhibition, % at 2 µM; HUVEC IL-1B NFkB p65 nuclear translocation imaging;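 active = inhibition above about 30% together with a positive call from visual inspection of the well image, limit read from the data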;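 note: nuclear over cytoplasmic p65 intensity ratio measured by imaging; 0% = IL-1B stimulated DMSO wells and 100% = unstimulated DMSO wells; values of inactives mirror those of a sister screen read the other way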
Bcl-B displacement: displacers of TR3 peptide from Bcl-B, primary screen, selectivity assay for Bfl-1 inhibitor project, biochemical, fluorescence polarization; AID 748, 2007; one-dose displacement, % at 20 µM; IC50 in µM for titrated hits; 96,000 compounds, 0.11% hits; Bcl-2-like protein 10 (Homo sapiens); FP displacement of FITC-TR3 peptide from Bcl-B; higher % means a stronger effect;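 active = displacement above 50% at 20 µM plus a fluorescence interference ratio under 1.5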;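 note: plate controls were wells without compound for no effect and wells lacking Bcl-B protein for full effect; a part of the inactive calls stands beside numbers as strong as those of hits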
MRP resist rev cytotoxicity: recorded beside MRP resist rev, whose call it bears; viability, %; H69AR cells, CellTiter-Glo, 72 h; measured here: cytotoxicity without doxorubicin
MRP resist rev with doxorubicin: further read-out of MRP resist rev, marked with its call; viability, %; measured here: viability with 2 uM doxorubicin; active compounds read low
NFkB transloc inh cell count 2 µM: further read-out of NFkB transloc inh, marked with its call; cell count; measured here: cells passing quality filter;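 raw number of nuclei counted in each imaged well without normalization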
NFkB transloc pot cell count 2 µM: also measured in NFkB transloc pot; calls as there; cell count; measured here: cells passing quality filter
The depositor's hits bear a star; · = not tested or not shown; & = joins results of further samples. Only part of the results is shown. The share of hits here may be higher or lower than overall.

SMILES	NFkB transloc pot	NFkB transloc pot cell count 2 µM	MRP resist rev	MRP resist rev cytotoxicity	MRP resist rev with doxorubicin	PLAP inhibitors HTS	NFkB transloc inh	NFkB transloc inh cell count 2 µM	Bcl-B displacement
O=c1sc(N2CCN(c3ccccc3F)CC2)nc2ccsc12	13	77	-3	85	88	3%	-13	77	1%
COc1cccc(Nc2c(F)c(F)c(F)c(F)c2C(=O)O)c1	5	139	-7	95	102	-16%	-5	139	-3%
CCOC(=O)c1cnc(SC)nc1Sc1cc(Cl)ccc1Cl	16	191	-10	62	72	-14%	-16	191	0%
O=S(=O)(/N=C(\Sc1ccc(Cl)cc1)c1ccccc1)c1ccccc1	-10	104	-4	39	43	-10%	10	104	12%
CCC(Sc1nc2cc3c(cc2c(=O)n1Cc1ccco1)OCO3)C(=O)Nc1cccc(OC)c1 (centres undefined)	-5	163	-3	11	14	1%	5	163	1%
O=C1c2cccc3c(O)ccc(c23)C(=O)N1Cc1ccccc1	2	194	·	·	·	20%	-2	194	146%
O=C(c1ccccc1)N1CCN(C2c3cccc4cccc(c34)C2NS(=O)(=O)c2ccccc2)CC1 (centres undefined)	·	·	5	76	71	-23%	·	·	-19%
Cc1ccc(C)c(OCC(=O)Nc2cc(C)on2)c1	·	·	-10	72	82	15%	·	·	3%
CCOC(=O)NC1(C(F)(F)F)C(=O)NC(C)=C1C(=O)OC (centres undefined)	30	173	-7	98	105	8%	-30	173	-14%
CCOC(=O)C1CCCN(C(=O)c2ccc(CS(=O)(=O)Cc3ccccc3C)o2)C1 (centres undefined)	-4	135	·	·	·	3%	4	135	-6%
COCCCNC(=O)CN1C(=O)CSc2ncccc21	·	·	3	100	96	12%	·	·	-1%
COc1ccc(CCNC(=O)C2CCN(c3ccc(N4CCOCC4)nn3)CC2)c(OC)c1	0	192	4	85	81	-60%	0	192	16%
CCOc1cc(S(=O)(=O)Nc2ccccn2)ccc1F	1	64	-5	96	101	4%	-1	64	-9%
OC1CCN(c2c3c(nc4cc(-c5ccc(F)cc5)nn24)CCC3)CC1	3	162	2	60	58	16%	-3	162	19%
Cc1ccc(C(=O)NNC(=S)NC(=O)c2ccc(Cl)cc2Cl)cc1	-9	164	·	·	·	5%	9	164	4%
CCOC(=O)N1CCC(NC(=O)Cc2cn(C)c3ccccc23)CC1	-7	45	9	101	92	-24%	7	45	-2%
CCOC(=O)c1cccc(N/C=C/C(=O)c2ccc(OC)c(OC)c2)c1	14	186	·	·	·	8%	-14	186	-27%
Cc1cc(C(F)(F)F)n2ncc(-c3ccccc3)c2n1	20	117	19	101	82	12%	-20	117	-8%
O=C(Nc1cc2c(cc1Cl)OCCO2)c1ccco1	12	156	3	93	90	·	-12	156	·
COc1ccc(CN2CCCC(C(=O)N3CCCC3)C2)cc1 (centres undefined)	-3	144	·	·	·	-6%	3	144	12%
O=S(=O)(c1ccc(F)cc1)N(CCO)CC(O)Cn1c2ccccc2c2ccccc21 (centres undefined)	-5	152	-31	13	44	-51%	5	152	-1%
O=C(CCCN1C(=O)c2ccccc2C1=O)Oc1ccc(F)cc1	14	171	-6	92	97	-7%	-14	171	4%
CN1C2CCC1CC(OC(=O)c1c[nH]c3ccccc13)C2 (centres undefined)	2	189	-1	82	83	21%	-2	189	1%
Cc1ccc(CN(c2ccc(C(=O)NCc3ccc4c(c3)OCO4)cc2)S(C)(=O)=O)cc1	3	169	10	80	69	25%	-4	169	-2%
Cc1cc(NC(=O)C2COc3ccccc3O2)no1 (centres undefined)	·	·	12	98	86	10%	·	·	0%

(cont.)
SMILES	NFkB transloc pot	NFkB transloc pot cell count 2 µM	MRP resist rev	MRP resist rev cytotoxicity	MRP resist rev with doxorubicin	PLAP inhibitors HTS	NFkB transloc inh	NFkB transloc inh cell count 2 µM	Bcl-B displacement
COC(=O)c1cc(CSc2nc3ccccc3[nH]2)oc1C	-2	183	·	·	·	-135%	2	183	-2%
COc1ccc(CNC(=O)c2cc3c(s2)CS(=O)C3)cc1 (centres undefined)	8	177	6	97	90	-14%	-8	177	-66%
Cc1ccc(S(=O)(=O)N(C)CC(=O)OCc2nnc(-c3ccccc3)o2)cc1	30	174	-10	76	85	-17%	-30	174	-10%
COc1ccc(CNC(=O)C2CC(c3ccc(F)cc3)=NO2)cc1 (centres undefined)	-3	185	-4	84	88	6%	3	185	-14%
CCCc1nnc(SCC(=O)N2CCCCC2)n1CC1CCCO1 (centres undefined)	5	166	-2	83	84	6%	-5	166	-8%
Cc1ccc(-c2nn(CC(=O)O)c(=O)c3ccccc23)cc1	19	172	-1	85	86	·	-19	172	·
CCCn1c2c(c(O)c(C(=O)Nc3ccc(OC)cc3)c1=O)CCCC2	3	114	-15	74	89	-72%	-3	114	10%
O=C(NC(NC1CCS(=O)(=O)C1)C(Cl)(Cl)Cl)c1ccc(Br)cc1 (centres undefined)	3	203	·	·	·	11%	-3	203	-10%
CCSc1nnc(NC(=O)C(C)(C)C)s1	26	165	-1	85	86	-5%	-26	165	-5%
CC(C)Sc1nc2c(c(=O)n1C)SC(C)C2 (centres undefined)	·	·	18	102	84	-5%	·	·	-6%
c1ccc(CN2CCN(c3nc(N4CCOCC4)c4ccccc4n3)CC2)cc1	-1	105	11	81	70	·	1	105	·
CC1CCN(C(=S)NCCc2ccccc2)CC1	8	171	·	·	·	32%	-8	171	-4%
O=C(/C=C/Nc1ccccc1OC(F)(F)F)C(F)(F)F	11	188	·	·	·	3%	-11	188	-8%
CC12CCC(C(=O)NCc3ccc4c(c3)OCO4)(CC1=O)C2(C)C (centres undefined)	33	131	15	87	72	11%	-33	131	-6%
OCCOCCNc1ncnc2c1cnn2-c1ccc(Cl)cc1	-8	113	8	87	79	·	8	113	5%
COc1ccc(-c2nc(C)sc2CC(=O)O)cc1	14	124	3	93	90	·	-14	124	·
Cn1cccc1CNC(=O)Nc1ccccc1	·	·	7	93	87	1%	·	·	1%
COc1cc(C)c(C(C)C)cc1S(=O)(=O)N1CCOCC1	·	·	9	87	79	-50%	·	·	4%
COCCCNC(=O)CCCn1c(=O)c2ccccc2n(CC(=O)Nc2c(C)cccc2C)c1=O	·	·	·	·	·	12%	·	·	-8%
COc1ccc(S(=O)(=O)Cc2ccc(C(=O)N3CCOCC3)o2)cc1	·	·	-4	84	88	-15%	·	·	-3%
COc1ccccc1N1C(=O)C2CC(C)=C(C)CC2C1=O (centres undefined)	10	122	1	97	95	-6%	-10	122	6%
CC(C)N1C(=O)/C(=C/c2nc3ccccc3c(=O)n2-c2ccccc2)c2ccccc21	2	134	·	·	·	4%	-2	134	-9%
CCOC(=O)N1CCN(C(=O)C2CCN(S(=O)(=O)c3ccc(Cl)cc3)CC2)CC1	-1	149	-2	76	78	-49%	1	149	-4%
C=CCOc1ccc(CNC(C)(C)CO)cc1OCC	16	170	·	·	·	9%	-16	170	9%
CCOc1cccc(-c2nnc3sc(-c4ccc(C)cc4)nn23)c1	·	·	-39	19	58	-16%	·	·	-2%

Additional entries follow:
SMILES	NFkB transloc pot	NFkB transloc pot cell count 2 µM	MRP resist rev	MRP resist rev cytotoxicity	MRP resist rev with doxorubicin	PLAP inhibitors HTS	NFkB transloc inh	NFkB transloc inh cell count 2 µM	Bcl-B displacement
CCOC(=O)c1sc(=S)n(-c2cccc(C(F)(F)F)c2)c1SC	-5	142	·	·	·	16%	5	142	-10%
Oc1c(Cl)cc(Cl)cc1CNc1ccc(Br)cn1	3	73	7	99	92	10%	-4	73	1%
OCCN1CCN(C2Cc3cc(Cl)ccc3Sc3ccc(Cl)cc32)CC1 (centres undefined) (tested in a mixture with another compound)	13	135	-23	9	32	·	-13	135	·
CCCN1CNC(=S)N(c2cc(C)ccc2C)C1	9	183	-3	94	96	·	-9	183	·
COc1cc(NS(=O)(=O)c2ccc(NC(=O)C34CC5CC(CC(C5)C3)C4)cc2)ncn1	16	87	6	90	84	20%	-16	87	2%
COc1ccc(Br)cc1S(=O)(=O)n1ccnc1C	20	165	-9	79	88	-11%	-20	165	-2%
CCOc1c2ccc(C(=O)NCc3ccc4c(c3)OCO4)cc2nn1C	0	144	·	·	·	10%	0	144	3%
Cc1n[nH]c(C)c1S(=O)(=O)N1CCCC(C(=O)NC2CCCc3ccccc32)C1 (centres undefined)	-3	196	-13	79	92	-74%	3	196	-19%
CCN(CC)C(=O)Cn1cnc2sc(C(=O)Nc3cc(OC)c(OC)c(OC)c3)c(C)c2c1=O	42*	59*	7	88	81	-59%	-42	59	0%
O=C(NC1CCC(C(=O)O)CC1)OCc1ccccc1 (centres undefined)	1&-1	95&195	6&-2	91&97	85&100	4%&14%	-1&1	95&195	6%&6%
CC1(C)Cc2c(sc3c2c(=N)n(Cc2ccco2)c(=O)n3CC(=O)Nc2cccc(Cl)c2)CO1	·	·	4	103	100	-78%	·	·	-39%
CCCCn1nc2cc(C(=O)NCc3ccco3)ccc2c1OCC	4	101	·	·	·	-2%	-4	101	-10%
COc1ccc(/C=N/NC(=O)c2nn(-c3ccccc3)c(=O)c3c(N)scc23)cc1	5	177	·	·	·	10%	-5	177	-5%
Cc1nn(-c2ccccc2)c2c1C1(C(=O)N(C)c3ccccc31)N(c1ccccc1)C(=O)N2 (centres undefined)	8	102	16	92	76	7%	-8	102	-4%
CC(C)OC(=O)CCCN1C(=O)c2ccc(N)cc2C1=O	19	144	·	·	·	0%	-19	144	13%
CC(C)n1nnnc1-c1cc(Cl)cc(Cl)c1	6	80	·	·	·	-6%	-6	80	4%

A different layout for 13 compounds above:
| SMILES | NFkB transloc pot | NFkB transloc pot cell count 2 µM | MRP resist rev | MRP resist rev cytotoxicity | MRP resist rev with doxorubicin | PLAP inhibitors HTS | NFkB transloc inh | NFkB transloc inh cell count 2 µM | Bcl-B displacement |
| --- | --- | --- | --- | --- | --- | --- | --- | --- | --- |
| CCOc1cc(S(=O)(=O)Nc2ccccn2)ccc1F | 1 | 64 | -5 | 96 | 101 | 4% | -1 | 64 | -9% |
| OC1CCN(c2c3c(nc4cc(-c5ccc(F)cc5)nn24)CCC3)CC1 | 3 | 162 | 2 | 60 | 58 | 16% | -3 | 162 | 19% |
| Cc1ccc(C(=O)NNC(=S)NC(=O)c2ccc(Cl)cc2Cl)cc1 | -9 | 164 | · | · | · | 5% | 9 | 164 | 4% |
| CCOC(=O)N1CCC(NC(=O)Cc2cn(C)c3ccccc23)CC1 | -7 | 45 | 9 | 101 | 92 | -24% | 7 | 45 | -2% |
| CCOC(=O)c1cccc(N/C=C/C(=O)c2ccc(OC)c(OC)c2)c1 | 14 | 186 | · | · | · | 8% | -14 | 186 | -27% |
| Cc1cc(C(F)(F)F)n2ncc(-c3ccccc3)c2n1 | 20 | 117 | 19 | 101 | 82 | 12% | -20 | 117 | -8% |
| O=C(Nc1cc2c(cc1Cl)OCCO2)c1ccco1 | 12 | 156 | 3 | 93 | 90 | · | -12 | 156 | · |
| COc1ccc(CN2CCCC(C(=O)N3CCCC3)C2)cc1 (centres undefined) | -3 | 144 | · | · | · | -6% | 3 | 144 | 12% |
| O=S(=O)(c1ccc(F)cc1)N(CCO)CC(O)Cn1c2ccccc2c2ccccc21 (centres undefined) | -5 | 152 | -31 | 13 | 44 | -51% | 5 | 152 | -1% |
| O=C(CCCN1C(=O)c2ccccc2C1=O)Oc1ccc(F)cc1 | 14 | 171 | -6 | 92 | 97 | -7% | -14 | 171 | 4% |
| CN1C2CCC1CC(OC(=O)c1c[nH]c3ccccc13)C2 (centres undefined) | 2 | 189 | -1 | 82 | 83 | 21% | -2 | 189 | 1% |
| Cc1ccc(CN(c2ccc(C(=O)NCc3ccc4c(c3)OCO4)cc2)S(C)(=O)=O)cc1 | 3 | 169 | 10 | 80 | 69 | 25% | -4 | 169 | -2% |
| Cc1cc(NC(=O)C2COc3ccccc3O2)no1 (centres undefined) | · | · | 12 | 98 | 86 | 10% | · | · | 0% |
